Screening data as filed in PubChem BioAssay.
RTF Ca sens act – increases calcium sensitivity of human cardiac regulated thin filaments. hit rate 0.24% among 340,000. P19429+P45379. activation, % at 7.2 µM. AID 493008. IANBD-labeled TnC RTF fluorescence at EC20 calcium; 0% EC20 calcium, 100% full calcium;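 active = activation above the mean over all tested compounds plus 3 SD, cut at about 30% in these data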;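 also: rise in fluorescence read as greater calcium sensitivity of cardiac thin filaments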
V-ATPase pHluor – alters yeast V-ATPase proton transport; S. cerevisiae, pHLuorin cytosolic pH fluorescence; response, % at 10 µM; hit rate 0.37% among 350,000; AID 504577; in the data active = response mostly above about 7.3%, no sharp cut-off; inactive = mostly below about 5.4%; also: actives read high; inactives centre near 0; some compounds called inactive have numbers as strong as hits; reference of the scale not given here
Keap1-Nrf2 PPI – disrupts human Keap1 binding to Nrf2 peptide; hit rate 0.15% among 340,000; Q14145; AID 504523; Keap1 Kelch-Nrf2 peptide fluorescence polarization, 1536-well; inhibition, % at 9.4 µM; in the data active = inhibition above about 12%; inconclusive = no clear call, values can overlap the other calls; inactive = below about 7.3%;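 also: human Keap1 Kelch domain with fluorescein labeled Nrf2 9mer peptide probe; 0% = neutral control wells and 100% = peptide positive control; higher means more block of Keap1 binding to Nrf2 peptide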
Target sequence (Q14145 whole entry, looked up, the tested form may be a part): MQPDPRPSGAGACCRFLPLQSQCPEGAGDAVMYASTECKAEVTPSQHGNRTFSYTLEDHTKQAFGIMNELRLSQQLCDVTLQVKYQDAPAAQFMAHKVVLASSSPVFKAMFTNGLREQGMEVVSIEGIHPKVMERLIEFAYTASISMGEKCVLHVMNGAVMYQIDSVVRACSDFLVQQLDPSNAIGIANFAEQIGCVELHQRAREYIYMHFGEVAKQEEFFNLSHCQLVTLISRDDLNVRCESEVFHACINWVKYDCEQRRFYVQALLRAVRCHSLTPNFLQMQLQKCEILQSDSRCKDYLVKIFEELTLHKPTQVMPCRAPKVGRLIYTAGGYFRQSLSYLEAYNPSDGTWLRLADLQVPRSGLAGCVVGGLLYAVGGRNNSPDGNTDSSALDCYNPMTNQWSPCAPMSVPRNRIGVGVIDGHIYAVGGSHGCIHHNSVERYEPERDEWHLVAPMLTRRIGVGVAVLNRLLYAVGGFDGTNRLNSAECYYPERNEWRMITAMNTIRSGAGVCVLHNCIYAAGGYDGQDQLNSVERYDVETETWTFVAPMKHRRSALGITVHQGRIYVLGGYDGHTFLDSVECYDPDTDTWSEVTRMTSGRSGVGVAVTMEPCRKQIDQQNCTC
HTR5A ag ctr – HTR5A agonism, opioid heterodimer counter-screen; AID 504692; hit rate 0.61% among 340,000; activation, % at 9.3 µM; HTR5A agonist assay, luminescence, cell-based; P47898; in the data active = activation mostly above about 9.5%, no sharp cut-off; inactive = mostly below about 7.6%;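 also: 0% = cells with vehicle only and 100% = reference agonist; strong numbers were not always called active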
Target sequence (P47898 whole entry, looked up): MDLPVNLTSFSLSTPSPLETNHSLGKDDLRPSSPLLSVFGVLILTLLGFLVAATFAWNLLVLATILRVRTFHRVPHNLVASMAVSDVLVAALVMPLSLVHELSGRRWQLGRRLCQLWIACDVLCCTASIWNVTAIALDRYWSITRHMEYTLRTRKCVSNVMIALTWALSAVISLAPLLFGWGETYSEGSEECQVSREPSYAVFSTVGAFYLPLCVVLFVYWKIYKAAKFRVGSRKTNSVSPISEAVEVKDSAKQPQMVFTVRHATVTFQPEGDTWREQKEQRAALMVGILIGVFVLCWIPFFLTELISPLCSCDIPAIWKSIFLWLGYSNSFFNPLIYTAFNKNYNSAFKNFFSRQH
MOR-DOR inv ag – inverse agonist of human OPRM1-OPRD1 heterodimerization | P35372+P41143 | cell-based MOR-DOR heterodimer luminescence, inverse agonism | inhibition, % at 9.3 µM | hit rate 0.21% among 340,000 | AID 504357; in the data active = inhibition above about 22%, passing the limit was not always enough;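 also: 0% = cells with DMSO and 100% = wells without cells with DMSO; values of inactives mirror those of a sister screen read the other way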
RTF Ca sens inh – cardiac RTF calcium desensitization. IANBD-labeled cardiac RTF, Ca2+ fluorescence. P19429+P45379. inhibition, % at 7.15 µM. hit rate 0.12% among 340,000. AID 493244;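 active = inhibition above the mean inhibition of all tested compounds plus 3 SD, cut at about 17% in these data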;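 also: assay run at fixed EC70 calcium of 1.6 mM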
MOR-DOR ag – agonists of human mu-delta opioid receptor heterodimerization; P35372+P41143; cells, OPRM1-OPRD1 heterodimerization, luminescence; activation, % at 9.3 µM; hit rate 0.3% among 340,000; in the data active = activation above about 18%;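 also: 0% = vehicle-treated cells and 100% = reference agonist; values of inactives mirror those of a sister screen read the other way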
C-LANA FP – blocks KSHV LANA C-terminal domain binding to DNA | inhibition, % at 9 µM | hit rate 0.078% among 340,000 | MBP-C-LANA/FAM-LBS DNA binding, fluorescence polarization;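 active = highest replicate inhibition at or above 60% at 9 µM, even if other replicates fall short; inactive = all replicates below 60% inhibition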;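 also: 0% = neutral control wells and 100% = 4 µM acridine orange control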
CAL-PDZ inh HTS – inhibitors of human CAL PDZ peptide binding | purified CAL PDZ, TMR-peptide fluorescence polarization, 1 h | hit rate 0.92% among 300,000 | inhibition, % at 24.9 µM;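 active = mean inhibition of at least 30% with at least half of replicates also reaching 30%; inconclusive = no clear call, values can overlap the other calls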;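 also: 0% = DMSO neutral control and 100% = excess unlabeled competitor peptide PRC23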
HTR5A inv ag – counter-screen for OPRM1-OPRD1 inverse agonists: human HTR5A inverse agonism; HTR5A cell line, luminescence; AID 504634; inhibition, % at 9.3 µM; hit rate 0.083% among 340,000; in the data active = inhibition mostly above about 23%, no sharp cut-off; inactive = mostly below about 18%;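 also: 0% = cells with DMSO and 100% = no-cell wells with DMSO; some compounds called inactive have numbers as strong as hits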
Starred values were filed as active, the others as inactive; ? = inconclusive; . = no result given.

Fields – RTF Ca sens act	V-ATPase pHluor	Keap1-Nrf2 PPI	HTR5A ag ctr	MOR-DOR inv ag	RTF Ca sens inh	MOR-DOR ag	C-LANA FP	CAL-PDZ inh HTS	HTR5A inv ag
- CN1CCN(C(=O)C2CCN(S(=O)(=O)c3ccccc3[N+](=O)[O-])CC2)CC1
→ 2	-1	-1	3	11	6	-2.8	-1.2	-7	-6
- Cc1nc2c3ccccc3n(CC(=O)c3ccc(F)cc3)c(=O)n2n1
→ 6	-3	-6	-8	31*	-6	-6.1	0.8	3	24
- CC(C)Cc1nnc(NC(=O)CCC(=O)N2CCN(C3CCCC3)CC2)s1
→ -2	3	-10	0	21	-1	-4.1	-0.8	2	18
- CCC(C)(C)NC(=O)C(c1ccccc1F)N(Cc1ccco1)C(=O)c1csnn1 (stereo unspecified)
→ -1	-12	-3	-1	8	4	-1.5	-0.3	1	5
- Cc1oc(-c2cccc(F)c2)nc1CN1CCCCC1CCc1ccccn1 (stereo unspecified)
→ 3	0	-1	4	8	-18	-1.5	-1.2	.	9
- COc1cc(/C=N/NC(=O)c2ccc3c(c2)OCO3)ccc1O
→ 2	1	-8	2	7	-3	-1.0	0.2	1	0
- Cc1oc2c(C)c3oc(=O)c(CCC(=O)N4CCC(C(=O)NCCC(=O)O)(c5ccccc5)CC4)c(C)c3cc2c1C
→ 3	-1	-3	2	14	-4	-2.9	-0.4	-7	3
- COc1cc(-c2cc(C(=O)Nc3ccc(S(=O)(=O)Nc4ncccn4)cc3)c3ccccc3n2)cc(OC)c1OC
→ 1	-3	3	2	9	-10	-1.7	-1.1	1	-7
- S=c1[nH]nc(-c2ccc(Br)cc2)n1Cc1ccccc1
→ 4	1	-1	-1	-26	1	3.6	0.5	-2	2
- CCOc1cc([N+](=O)[O-])c2nc(N)sc2c1
→ 1	1	-3	-3	15	-2	-3.0	-0.1	0	17
- COc1cc(C=O)ccc1OCCSc1ccc(Cl)cc1
→ -3	-2	-7	-1	-17	5	3.1	1.4	2	-51
- O=C(N/N=C/c1ccco1)c1cnccn1
→ -8	1	0	4	17	-3	-3.0	0.9	0	17
- CN1CCN(C(=O)c2ccc3c(=O)n(CCc4ccccc4)c(=S)[nH]c3c2)CC1
→ 10	-1	-11	0	9	-11	-1.6	-1.3	-7	14
- CCOc1ccc(N2CC(C(=O)NC3=NCCS3)CC2=O)cc1 (stereo unspecified)
→ 1	-1	-4	-1	8	-2	-1.6	1.4	.	14
- Cc1ccc(NC(=O)CCC(=O)Nc2nnc(C3CCCCC3)s2)cc1
→ 1	-2	0	3	13	5	-2.6	-0.1	0	-5
- CCc1ccc(NC(=S)N(CCCN2CCOCC2)Cc2ccco2)cc1
→ 4	0	2	1	8	-7	-1.4	0.2	-3	-2
- Cc1ccc(C)c(-n2c(CNC(=O)c3ccco3)nnc2SCC(=O)Nc2nccs2)c1
→ 2	1	-8	-1	15	-8	-2.7	0.3	-3	-24
- Cc1ccccc1OCC(=O)N(Cc1ccco1)c1c(N)n(Cc2ccccc2)c(=O)[nH]c1=O
→ -1	2	-2	1	15	7	-4.0	2.3	.	-3
- O=C(COC(=O)c1ccc(F)cc1F)Nc1cc(S(=O)(=O)N2CCOCC2)ccc1Cl
→ 2	3	?	0	4	-36	-0.6	1.7	1	1
- COc1ccc(O)c(/C=N/n2c(-c3ccco3)csc2=Nc2cccnc2)c1
→ 4	1	0	-2	-38	-14	7.2	2.1	-2	8
- CCN(CC)C(=S)Oc1ccc(Cl)cc1Cl
→ -5	6	-2	-2	-19	-19	4.0	-1.2	-2	-27
- CN(C(=O)COC(=O)c1ccc2[nH]c3c(c2c1)CCCC3)C1CCS(=O)(=O)C1 (stereo unspecified)
→ 7	-3	-7	-1	-5	-8	0.8	2.2	4	3
- CSCC[C@H](NC(=O)OC(C)(C)C)c1nnc(SCC(=O)N(C)C)o1
→ 2	-1	0	-5	12	0	-2.1	2.1	-5	13
- c1ccc(C2(c3ccccc3)OCC(Cn3cncn3)O2)cc1 (stereo unspecified)
→ 0	-1	-5	5	0	-5	0.0	1.9	0	11
- Cc1nnc2c3ccccc3ccn12
→ -3	0	3	1	19	-4	-4.2	-2.0	0	-2
- Cc1cccc(Cc2ncc(C(F)(F)F)cc2Cl)c1
→ -1	-2	-4	0	13	1	-2.8	0.5	-3	0
- CCn1cc(C(=O)N(CCC(C)C)c2c(N)n(Cc3ccccc3)c(=O)[nH]c2=O)c(=O)c2ccc(C)nc21
→ 0	-3	?	-1	-9	2	1.9	2.4	-1	3
- Cc1coc2c1c(C)cc1oc(=O)c(CC(=O)N[C@@H](CC(C)C)C(=O)O)c(C)c12
→ -6	-1	1	6	-1	-6	0.2	-1.0	.	-21
- CC(C)Oc1ccc(CC2CC(=O)NC2=O)cc1 (stereo unspecified)
→ 7	-2	-2	3	11	3	-2.0	-1.3	-4	5
- CCCCOC(=O)Nc1ccc2c(C)cc(=O)oc2c1
→ 4	0	-3	0	-13	10	2.2	0.4	-1	6

Reformatted: results already given.
canonical_smiles | RTF Ca sens act | V-ATPase pHluor | Keap1-Nrf2 PPI | HTR5A ag ctr | MOR-DOR inv ag | RTF Ca sens inh | MOR-DOR ag | C-LANA FP | CAL-PDZ inh HTS | HTR5A inv ag
CCOc1cc([N+](=O)[O-])c2nc(N)sc2c1 | 1 | 1 | -3 | -3 | 15 | -2 | -3.0 | -0.1 | 0 | 17
O=C(N/N=C/c1ccco1)c1cnccn1 | -8 | 1 | 0 | 4 | 17 | -3 | -3.0 | 0.9 | 0 | 17

Next section:
Fields – RTF Ca sens act	V-ATPase pHluor	Keap1-Nrf2 PPI	HTR5A ag ctr	MOR-DOR inv ag	RTF Ca sens inh	MOR-DOR ag	C-LANA FP	CAL-PDZ inh HTS	HTR5A inv ag
- S=c1[nH]nc(-c2ccccn2)n1/N=C/c1cccc2ccccc12
→ 1	2	3	-1	-8	3	1.1	3.2	-4	19
- COc1cccc(/C=C/C(=O)Nc2ccc3[nH]c(=O)[nH]c3c2)c1
→ -2	7	-3	-4	-3	-8	0.6	-1.0	7	-20
- CN1CCN(c2ccc(NC(=O)COc3ccccc3[N+](=O)[O-])cc2)CC1
→ 1	2	0	2	13	0	-2.7	-1.8	0	-6
- Clc1ccc(Cc2nnc(-c3ccccc3Br)o2)cc1
→ 0	8	4	2	-8	4	1.5	1.0	.	-5
- COC(CNC(=S)Nc1ccc([N+](=O)[O-])cc1)OC
→ 7	0	-1	0	9	-2	-1.8	-1.5	-4	-2
- N#Cc1c(C(F)(F)F)cc(-c2ccccc2)nc1SCC(=O)N1CCOCC1
→ 2	-3	-5	-2	17	1	-3.4	-1.4	-4	-2
- O=C(N/C(=C/C=C\c1ccccc1)C(=O)N1CCOCC1)c1ccc(Br)cc1
→ 5	1	-4	1	9	8	-1.7	-0.7	8	-4
- COc1cccc(C(=O)/C=C/Nc2ccc(S(=O)(=O)Nc3nc(C)cc(C)n3)cc2)c1
→ 4	2	-5	4	-13	-12	2.6	0.1	0	-10
- CN(C(=O)CN1C(=O)c2ccccc2S1(=O)=O)C1CCCCC1
→ -3	-2	-1	1	12	-1	-2.3	-0.6	5	-3
- O=C(Nc1cccnc1)c1ccccc1NS(=O)(=O)c1ccc(F)cc1
→ 0	3	.	-2	2	-6	-0.5	.	-5	6
- Cc1ccc(-c2cc(C(=O)NN3CCOCC3)c3cc(Br)ccc3n2)o1
→ -2	1	4	2	12	-3	-2.4	0.7	5	-5
- CC1(C)CC(=O)c2sc(NS(=O)(=O)c3ccc([N+](=O)[O-])cc3)nc2C1
→ -1	1	1	-5	-18	0	3.4	-1.0	-4	22
- Cc1ccc(S(=O)(=O)N2CCN(S(=O)(=O)N3CCC(C)CC3)CC2)cc1C
→ -5	6	3	4	10	-15	-1.9	-1.7	-4	-10
- O=C1Nc2ccc(Br)cc2C12NNc1ccccc1O2 (stereo unspecified)
→ -2	-2	-3	-6	-11	-26	2.5	-1.1	-1	7
- O=S(=O)(NCc1cccnc1)c1cccn1-c1ncc(C(F)(F)F)cc1Cl
→ 1	-4	1	1	-13	-2	1.8	-0.1	-11	-2
- Cc1ccc(N(CC(=O)N2CCCCCC2)S(C)(=O)=O)cc1Cl
→ 1	7	3	6	3	0	-0.6	0.0	.	-23
- Cn1c(SCC(=O)NC2(C#N)CCCCC2)nnc1-c1cccnc1
→ -1	9.3*	1	0	9	-1	-1.9	2.1	.	1
- COc1ccc(-c2nc(CS(=O)CC(=O)NC3CCCCC3C)c(C)o2)cc1OC (stereo unspecified)
→ -3	3	-1	-2	10	-4	-2.0	-0.9	-3	-17
- CC(NC(=O)CNC(=O)C(Cc1ccccc1)NC(=O)OCc1ccccc1)C(N)=O (stereo unspecified)
→ 1	-2	2	2	14	-2	-2.7	-0.4	-3	-7
- COc1cc2c(cc1OC)C(C)N(C(=O)c1cc3ccccc3o1)CC2 (stereo unspecified)
→ 0	-2	0	1	-5	4	0.8	-0.2	-4	11
- COc1ccc(C)cc1C1=CC(=O)C[C@H](c2ccc(F)cc2)C1
→ 2	0	3	1	-48	2	8.2	2.0	-12	-9
- COc1cccc(-c2sc3ccccc3c2-c2ccc(OCCN3CCCCC3)cc2)c1
→ 5	6	-3	17*	-37	1	6.9	-1.9	-5	-75
- C/C(=N/Oc1nc(C)cc(C)n1)c1ccc(Br)cc1
→ -2	1	-1	-1	3	-13	-0.5	-5.9	-5	3
- CCOC(=O)c1ccc(NC(=O)CCc2nc(-c3cccc(C)c3)no2)cc1
→ 0	0	7	4	-34	-4	5.5	0.6	-3	-12
- CCc1ccccc1-n1c(SCC(=O)c2c(N)n(C3CC3)c(=O)[nH]c2=O)nnc1N1CCOCC1
→ -2	5	-2	-3	22	-1	-5.6	0.3	-3	12
- COc1ccc(C2CC(c3cccs3)=NN2C(=O)COC(=O)c2cncc(Br)c2)cc1OC (stereo unspecified)
→ 1	1	0	0	1	-2	-0.2	-6.1	-7	-1
